Screens: PubChem, National Center for Advancing Translational Sciences (NCATS)
FBPA Giardia inh: qHTS Assay for Inhibitors of Fructose-1,6-bisphosphate Aldolase from Giardia Lamblia. actives 0.71% (n = 290,000). Potency, µM (highest dose often 59.6 µM), for the others: at the highest dose activity, negative = inhibition, hits mostly inhibitors. AID 2451, 2010. purified Giardia FBPA. A8B2U2; further: potency means the concentration at half of the fitted maximal effect; nearly all actives have a fitted effect of over 55% in size
Target sequence (A8B2U2 whole entry, looked up): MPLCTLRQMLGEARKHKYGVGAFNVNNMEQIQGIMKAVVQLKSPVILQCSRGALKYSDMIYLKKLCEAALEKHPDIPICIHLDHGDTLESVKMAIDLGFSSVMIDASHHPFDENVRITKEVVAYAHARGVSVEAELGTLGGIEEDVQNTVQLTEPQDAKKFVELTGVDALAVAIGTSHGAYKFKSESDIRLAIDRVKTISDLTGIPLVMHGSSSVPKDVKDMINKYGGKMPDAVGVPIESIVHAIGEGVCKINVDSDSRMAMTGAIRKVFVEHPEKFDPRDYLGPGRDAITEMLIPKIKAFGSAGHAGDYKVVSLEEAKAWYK
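Giardia FBPA (40 nM reagent) was preincubated 10 min at RT with compound (up to 57.5 uM final), then substrate plus GAPDH/TPI/NAD/arsenate coupling system with diaphorase/resazurin was added; resorufin fluorescence (525/598 nm) was read after 20 min.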
Sm TGR block: qHTS Assay for the Inhibitors of Schistosoma Mansoni Peroxiredoxins; Schistosoma mansoni thioredoxin glutathione reductase (TGR), Q962Y6; purified TGR, DTNB reduction, TNB absorbance 405 nm; Potency, µM (titrated, usually from 114 µM), for inactives: top-dose activity change, negative = inhibition, hits mostly inhibitors; actives 3% (n = 360,000); AID 485364, 2010; further: potency means the concentration at half of the fitted maximal effect; nearly all actives have a fitted effect of over 60% in size
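First, TGR (20 nM dispensed) and NADPH were mixed with compound. Second, a 15 min room-temperature incubation followed. Third, further NADPH and then DTNB were added to start the reaction. Finally, TNB absorbance was monitored kinetically.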
AMA1-RON2 inh: qHTS for Inhibitors of AMA1-RON; Towards Development of Antimalarial Drug Lead: Primary Screen. actives 0.2% (n = 360,000). AID 720542, 2013. AlphaScreen AMA1-biotinylated RON2 peptide binding. Potency, µM (series often up to 58.2 µM), inactives show top-dose activity change, negative = inhibition, most hits filed as inhibitors;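 further: potency means the concentration at half of the fitted maximal effect; 0% = vehicle wells and -100% = peptide control; nearly all actives have a fitted effect of over 45% in size; some results filed as inactive show a strong effect at the top dose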
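AMA1 (3D7) with his tag at 25 nM final met compounds first, then biotinylated RON2 peptide at 25 nM; detection used donor plus acceptor beads, 10 µg/mL apiece, read by AlphaScreen after 30 min at room temperature.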
HCMV inh: qHTS Assay for inhibitors of the human cytomegalovirus (HCMV). HFF cells, HCMV-luciferase reporter, 72 h; active compounds read low. activity change, negative = inhibition, % at 57.5 µM. actives 4.5% (n = 410,000); in the data active means activity change below about -60%; inconclusive means no clear call, values can overlap the other calls; inactive means above about -39%
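Luciferase read-out from HCMV-luciferase-infected HFFs (MOI 1 PFU/cell) 72 h post infection at 37C; compounds added after 16 h cell attachment; activity normalized between buffer-only basal and Salinomycin (10uM) inhibitor controls.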
AmpC inh detg: qHTS Inhibitors of AmpC Beta-Lactamase (assay with detergent). P00811. AmpC hydrolysis of nitrocefin, absorbance 480 nm, 0.01% Triton. Potency, µM (titrated, usually from 114 µM), for the others: at the top dose activity change, negative = inhibition, most hits filed as inhibitors. actives 0.041% (n = 370,000);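 further: potency means the concentration at half of the fitted maximal effect; 0% = no-compound wells and -100% = no-enzyme wells; nearly all actives have a fitted effect of over 25% in size; some results filed as inactive show a strong effect at the top dose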
Target sequence (P00811 whole entry, looked up): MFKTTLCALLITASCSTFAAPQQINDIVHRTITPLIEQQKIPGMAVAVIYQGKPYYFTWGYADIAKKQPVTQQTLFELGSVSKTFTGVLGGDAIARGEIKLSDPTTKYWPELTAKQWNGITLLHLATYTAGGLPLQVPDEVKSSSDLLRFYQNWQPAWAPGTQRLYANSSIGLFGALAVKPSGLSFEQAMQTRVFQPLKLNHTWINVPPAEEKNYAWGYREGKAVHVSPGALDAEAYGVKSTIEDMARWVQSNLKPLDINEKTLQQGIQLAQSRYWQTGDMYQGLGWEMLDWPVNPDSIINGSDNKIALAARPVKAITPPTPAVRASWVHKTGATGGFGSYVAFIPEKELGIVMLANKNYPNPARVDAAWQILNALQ
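AmpC (5.3 nM in the dispensed reagent) in 20 mM phosphate pH 7.0 with 0.01% (detergent screen) or 0.0001% Triton X-100 was preincubated with compounds for 15 min at room temperature. Nitrocefin was then added from an 800 uM solution, and hydrolysis was followed at 480 nm.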
AmpC inh no detg: qHTS Inhibitors of AmpC Beta-Lactamase (assay without detergent). actives 0.52% (n = 330,000). P00811. Potency, µM (highest dose often 57.1 µM), without a hit: at the highest dose activity change, negative = inhibition, most hits filed as inhibitors. AmpC nitrocefin hydrolysis, absorbance 480 nm, 0.0001% Triton;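 further: potency means the concentration at half of the fitted maximal effect; plate controls were no compound for no effect and no enzyme for full effect; nearly all actives have a fitted effect of over 20% in size; some results filed as inactive show a strong effect at the top dose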
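20 mM phosphate pH 7.0 + 0.01% (detergent screen) or 0.0001% Triton X-100; 5.3 nM AmpC reagent; cpd preinc 15 min RT; nitrocefin (800 uM stock) to start; A480 q20 s × 4 min; Activity was normalised to no-enzyme and no-compound control wells.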
* marks the source's active call; other numbers are inactive results; ? = inconclusive; . = no result given; [ ] = remark or other dose. Unless noted, the call rests on the fitted dose curve; in most records, active means well fitted curve in the direction sought with a large enough effect; inconclusive means small, poorly fitted or top-dose-only effect, or another doubt; inactive means no such curve, though single readings can be large; an effect the other way counts as inactive or inconclusive. Unless noted, on the % scale 0 is the no-effect control and ±100 the full control effect.

SMILES	FBPA Giardia inh	Sm TGR block	AMA1-RON2 inh	HCMV inh	AmpC inh detg	AmpC inh no detg
Cc1cc(NC(=O)CSc2nnc(-c3cccc(Cl)c3)o2)no1	.	1%	0%	?	-7%	-14%
O=S(=O)(c1ccc(-c2cc(C(F)(F)F)on2)s1)N1CCN(c2cccc(Cl)c2)CC1	.	2%	.	-11	4%	.
O=C(CCCc1cccs1)Nc1nc(-c2ccc(F)cc2)cs1	-2%	-13%	-3%	-27	-7%	-51%
Cn1c(=O)oc2cc(S(=O)(=O)N3CCC(C(=O)N4CCc5ccccc5C4)CC3)ccc21	9%	-18%	13%	?	?	-9%
CCC(C)NC(=O)[C@@H]1CSC2c3ccccc3C(=O)N21 (stereo partly drawn)	-8%	4%	2%	36	?	-15%
CC1=C(c2ccc(Cl)cc2)S(=O)(=O)N=C1N1CCC(C(=O)NCc2ccccc2F)CC1	.	-16%	.	11	2%	.
Cc1nn(C)c(C)c1NC(=S)Nc1ccc(S(=O)(=O)Nc2ncccn2)cc1	?	1%	0%	-19	2%	-5%
CC1CCN(C(=O)CN2C(=O)NC3(CCC(C)CC3)C2=O)CC1 (stereo not drawn)	.	-3%	12%	-3	3%	-10%
CC(=O)Nc1ccc(S(=O)(=O)Nc2cccc(-c3ccc(N4CCCCCC4)nn3)c2)cc1	.	2%	.	50	9%	.
COc1ccc(CNC(=O)CCn2c(=O)oc3ccccc32)c(OC)c1	7%	0%	0%	-33	5%	1%
COc1ccc(-c2nc3ccccc3o2)cc1NC(=O)c1ccc(-c2cccc(Cl)c2C)o1	.	1%	.	3	13%	.
COc1ccc(C)cc1NS(=O)(=O)c1c(C)nc2sc(C)cn2c1=O	.	-9%	.	9	4%	.
O=C(CCSCc1ccc(Cl)cc1)NCc1ccc(F)cc1Cl	.	2%	.	-27	-1%	.
COC(=O)[C@@]12CCCCN1[C@H](c1ccc(-c3ccc4c(c3)OCO4)cc1)[C@H]1C(=O)N(C)C(=O)[C@H]12	.	.	-1%	-21	.	0%
CCCCC1S/C(=N/N=C/c2cccs2)NC1=O (stereo not drawn)	1%	-3%	72%[activator]	-14	-8%	-26%
CCN(CC)C(=O)CSC1=N/C(=C/c2ccco2)C(=O)N1c1ccc(OC)c(Cl)c1	-16%	?	2%	-20	7%	17%
CCOCCOC(=O)c1ccc(-n2cnc(C)n2)nc1	1%	.	0%	-13	1%	-5%
CCOC(=O)C(=O)C1=C(N2CCOCC2)/C(=C\c2cccc([N+](=O)[O-])c2)CC1	-10%	40µM*	-7%[2.32 µM]	-72*	-5%	-4%
CCN(CC)CCCNC(=O)c1sc2nc(-c3ccc(F)cc3)cn2c1C	-1%	3%	-1%	34	0%	26%
O=C(COC(=O)c1ccc(S(=O)(=O)Nc2ccccc2)cc1)NCCN1C(=O)CSC1=O	9%	-3%	8%	21	1%	-14%
O=C(CSc1ccccc1F)NC(=O)c1ccc(Cl)cc1	.	.	14%	36	.	-15%
Cc1ccc(CSc2nnc(C(F)(F)F)n2Cc2ccc(F)cc2)cc1	2%	18%	26%	62	-10%	-11%
CC(C)C(NC(=O)CCNC(=O)c1ccc([N+](=O)[O-])cc1)c1nc2ccccc2[nH]1 (stereo not drawn)	.	3%	-1%	-7	?	-22%
CN(CC(=O)Nc1ccc(F)cc1)C(=O)c1cccc(NS(=O)(=O)c2ccccc2)c1	.	-12%	-1%	47	-14%	-31%
Cc1ccc(S(=O)(=O)N2CCCCC2)cc1C(=O)OC(C)C(=O)NC1CCCCC1C (stereo not drawn)	.	3%	-7%	-28	?	-19%
The list continues.
SMILES	FBPA Giardia inh	Sm TGR block	AMA1-RON2 inh	HCMV inh	AmpC inh detg	AmpC inh no detg
CCc1cc2c(=O)n(Cc3ccccc3)c(SC3CCOC3=O)nc2s1 (stereo not drawn)	0%	-6%	-3%	-2	-1%	-56%
COCCNC(=O)COCc1cc(-c2ccc3c(c2)OCO3)on1	4%	8%	-1%	65	-10%	-4%
CCC(=O)N1c2ccccc2CC1C(=O)NCc1cccc(C)c1 (stereo not drawn)	.	-2%	.	3	-1%	.
Cc1ccc(/C=C2\C(=O)NC(=S)N(c3cccc(F)c3)C2=O)o1	-23%	0.71µM*	41%[activator]	-2	-10%	-44%
O=C(CSc1nnnn1-c1ccccc1)Nc1ccc(Cl)cc1	2%	0%	4%	4	-7%	.
COC(=O)CC1C(=O)NCCN1C(=O)NC1CCCCC1 (stereo not drawn)	2%	-25%	0%	2	-9%	-22%
CC1CN(CC(=O)NCc2ccc(Cl)cc2)CC(C)O1 (stereo not drawn)	5%	14%	58%[activator]	-3	-2%	5%
CCN(CC)S(=O)(=O)c1ccc(N2CCN(C)CC2)c(NC(=O)c2cc(=O)c3ccccc3o2)c1	2%	6%	-2%	24	7%	-3%
COc1ccc(C(NC=O)c2cc(OC)c(OC)cc2Br)cc1OC (stereo not drawn)	0%	-6%	1%	13	5%	-6%
O=C(NCCCNc1ccc(C(F)(F)F)cc1[N+](=O)[O-])c1cc(F)c(F)cc1Cl	2%	5%	0%	52	1%	-10%
Cc1ccc(CN(Cc2ccco2)C(=O)COc2cccc(C)c2C)o1	.	2%	.	?	17%	.
C/C(=N/NC(=O)Cc1cc(=O)[nH][nH]1)c1ccc([N+](=O)[O-])cc1	-1%	-2%	22%	70	3%	-21%
CC(=O)Nc1ccc(C=C(C(C)=O)C(C)=O)cc1	5%	?	-14%	8	2%	-8%
COc1ccc(N2CCN(c3ncnc4c3nc3n4CCCCC3)CC2)cc1	.	-12%	.	-27	-4%	.
Cc1ccccc1NC(=O)Cc1nc(COC(=O)CCOc2ccccc2)cs1	6%	0%	3%	12	2%	-1%
Cc1ccc(-c2nnc(C3CCN(S(=O)(=O)c4ccc(C)c(C)c4)CC3)o2)cc1	.	-14%	.	?	3%	.
COc1cc(CO)cc(Br)c1OCC(=O)N1CCCCC1	10%	4%	5%	-1	-15%	-2%
Cc1ccc(S(=O)(=O)Nc2ccc(F)c(S(=O)(=O)N3CCOCC3)c2)cc1	.	.	6%	12	.	-44%
O=C1COc2ccc(C(=O)COC(=O)c3cc(S(=O)(=O)NCc4ccccc4)ccc3O)cc2N1	3%	-1%	-1%	-17	-3%	-42%
O=C(COC(=O)c1cc(S(=O)(=O)N2CCCCC2)ccc1N1CCOCC1)NC1CCCCC1	3%	-28%[11.4 µM]	-1%	66	?	88%[activator]
Cc1noc(C)c1NC(=O)Nc1cccc2c1O[C@H](CN(C)S(C)(=O)=O)[C@@H](C)CN([C@H](C)CO)C2=O	.	.	0%	1	.	4%
CCNC(=S)Nc1ccc(Cl)cc1	0%	?	-1%	-40	6%	-23%
Cc1ccc2c(c1)C1OCCC1C1N2C(=O)C2C(C(=O)O)C3C=CC21O3 (stereo not drawn)	-11%	1%	0%	-2	-13%	-17%
CCOc1ccc(CCNC(=O)c2c(C)oc3ncnc(N4CCOCC4)c23)cc1	.	-1%	.	-21	24%	.
Cc1nn(C)c2c1c(C(F)(F)F)cc(=O)n2CC(=O)NCCC(C)C	.	-7%	.	-3	-2%	.

The closing three records of the section before come first, to join the parts.
SMILES	FBPA Giardia inh	Sm TGR block	AMA1-RON2 inh	HCMV inh	AmpC inh detg	AmpC inh no detg
Cc1ccc2c(c1)C1OCCC1C1N2C(=O)C2C(C(=O)O)C3C=CC21O3 (stereo not drawn)	-11%	1%	0%	-2	-13%	-17%
CCOc1ccc(CCNC(=O)c2c(C)oc3ncnc(N4CCOCC4)c23)cc1	.	-1%	.	-21	24%	.
Cc1nn(C)c2c1c(C(F)(F)F)cc(=O)n2CC(=O)NCCC(C)C	.	-7%	.	-3	-2%	.
COc1ccc(NC(=O)CSc2nccn2Cc2ccco2)cc1	.	-14%	-10%	69	?	63%[activator]
CSc1nc(N2CCOCC2)nc2ccc(C)cc12	.	0%	81%[activator]	-26	4%	19%
CN(Cc1ccccc1)C(=O)CN(C)S(=O)(=O)c1ccc(F)cc1	7%	-2%	-11%	-14	3%	-18%
CCCCc1c(O)nc(N2CCN(Cc3ccccc3)CC2)[nH]c1=O	4%	-1%	8%	33	0%	-17%
NC(=O)c1c(NC(=O)CN2CCOCC2)sc2c1CCC2	-7%	35µM*	15%	-30	-14%	6%
CC1(C)CC(=O)C/C(=N\NC(=O)Cc2ccccc2)C1	1%	-10%	-2%	-10	-6%	-20%
CN(CC(=O)Nc1cccc(F)c1)C(=O)/C=C/c1ccc2ccccc2n1	.	-35%	-3%	16	-7%	-13%
O=C(OCn1nnc2ccccc2c1=O)c1cc(-c2ccccc2Cl)nc2ccccc12	2%	-2%	-6%	-9	1%	-6%
CC1CCN(C(=S)NC(=O)C2CCCCC2)CC1	0%	1%	2%	45	8%	5%
CCCCS(=O)(=O)/C=C\C1C2C=CC(C2)C1S(=O)(=O)CCCC (stereo not drawn)	7%	2%	0%	-4	-14%	16%
Cc1cc(N2CCOCC2)ncc1[N+](=O)[O-]	1%	-2%	-12%	-8	?	-30%
CCOC(=O)c1ccc(CNC(=O)CSc2nc(NC(=O)c3ccccc3)c3c(C)c(C)oc3n2)cc1	-1%	9%	26%	-5	-13%	-22%
Nc1ccc(Oc2ccc(F)cc2)nc1	-18%	-26%	30%	-33	2%	-29%
CCOC(=O)c1cnc2c(C)c(-c3ccccc3)[nH]n2c1=O	-30%	-2%	-3%	27	?	-22%
CC(=O)Nc1nc(-c2ccc3c(c2)CC(C)N3C(=O)C2CC2)c(C)s1 (stereo not drawn)	-20%	-23%	-1%	-100*	-3%	-23%
CCC(C)n1c(S(=O)(=O)O)nc2ccccc21 (stereo not drawn)	-10%	-31%	-11%	21	-5%	-20%
Cc1ccc(S(=O)(=O)N2CCCOC2)cc1	-4%	-8%	-5%	-26	-6%	-13%
CC1(OC(=O)C2CCCC2)C(=O)C=C2C=C(c3ccsc3)N(CCN3CCOCC3)C=C2C1=O (stereo not drawn)	?	-13%	.	.	1%	34%
O=C(C1=C(O)/C(=C/c2ccc(O)cc2)CCC1)C(F)(F)F	-11%	?	9%	11	8%	-14%

Profiles, quoted from the list.
CCCCS(=O)(=O)/C=C\C1C2C=CC(C2)C1S(=O)(=O)CCCC (stereo not drawn) is entered as FBPA Giardia inh = 7%; Sm TGR block = 2%; AMA1-RON2 inh = 0%; HCMV inh = -4; AmpC inh detg = -14%; AmpC inh no detg = 16%
Cc1ccc(S(=O)(=O)N2CCCOC2)cc1 is entered as FBPA Giardia inh = -4%; Sm TGR block = -8%; AMA1-RON2 inh = -5%; HCMV inh = -26; AmpC inh detg = -6%; AmpC inh no detg = -13%
